Screens as filed in PubChem.
LYPLA2 inh – LYPLA2 inhibitors, primary screen, counter-screen for PME1 inhibitor project, biochemical, fluorescence polarization, FP-Rh probe ABPP | Acyl-protein thioesterase 2 (Homo sapiens), O95372 | actives 0.38% (n = 320,000) | recombinant LYPLA2 | inhibition, % at 5.9 µM;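 active = inhibition above the screen-wide mean plus 3 SD, limit set per campaign, cut at about 26% in these data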;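 also: 0% = LYPLA2 with DMSO and 100% = wells lacking LYPLA2 enzyme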
Target sequence (O95372 whole entry, looked up): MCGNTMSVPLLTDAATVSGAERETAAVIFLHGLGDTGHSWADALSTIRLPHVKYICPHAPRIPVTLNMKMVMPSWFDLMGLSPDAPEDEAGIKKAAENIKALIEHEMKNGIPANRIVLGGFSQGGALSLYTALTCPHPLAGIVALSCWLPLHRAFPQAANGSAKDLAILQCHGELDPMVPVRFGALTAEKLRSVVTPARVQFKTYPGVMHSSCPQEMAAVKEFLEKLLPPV
PAFAH2 inh – PAFAH2 enzyme inhibitors, primary screen, biochemical, fluorescence polarization, human. recombinant PAFAH2, FP-rhodamine activity probe. actives 0.99% (n = 340,000). AID 492956, 2010. inhibition, % at 3.39 µM;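 active = inhibition above the mean over all tested compounds plus 3 SD, cut at about 30% in these data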;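 also: inhibitors block probe labeling of enzyme so polarization drops; 0% = enzyme with DMSO and 100% = wells lacking PAFAH2 protein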
LYPLA1 counter – LYPLA1 inhibitors, primary screen, counter-screen for PME1 inhibitor project, biochemical, fluorescence polarization, FP-Rh probe ABPP; Acyl-protein thioesterase 1 (Homo sapiens), O75608; recombinant LYPLA1; inhibition, % at 5.9 µM; actives 0.16% (n = 320,000);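 active = inhibition above the mean of all tested compounds plus 3 SD, set per campaign, cut at about 14% in these data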;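 also: inhibitors block serine hydrolase probe labeling of LYPLA1 so polarization falls; 0% = enzyme with DMSO and 100% = wells lacking LYPLA1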
Target sequence (O75608 whole entry, looked up): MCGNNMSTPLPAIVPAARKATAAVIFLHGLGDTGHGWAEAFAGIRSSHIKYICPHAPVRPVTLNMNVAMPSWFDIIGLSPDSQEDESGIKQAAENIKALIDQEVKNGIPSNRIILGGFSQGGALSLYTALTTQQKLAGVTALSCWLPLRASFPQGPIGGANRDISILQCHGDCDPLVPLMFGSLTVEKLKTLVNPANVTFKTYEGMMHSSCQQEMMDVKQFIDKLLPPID
PAFAH1B3 inh – PAFAH1B3 enzyme inhibitors, primary screen, biochemical, fluorescence polarization, human | Platelet-activating factor acetylhydrolase IB subunit alpha1 (Homo sapiens), Q15102 | recombinant PAFAH1B3, FP-rhodamine probe | inhibition, % at 3.39 µM | actives 0.28% (n = 340,000) | AID 492972, 2010;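 active = inhibition above the screen-wide average of all tested compounds plus 3 SD, cut at about 25% in these data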;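 also: 0% = enzyme with DMSO only and 100% = wells lacking PAFAH1B3 protein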
PAFAH1B2 FP inh – PAFAH1B2 enzyme inhibitors, primary screen, biochemical, fluorescence polarization, human | actives 1.2% (n = 340,000) | recombinant PAFAH1B2, FP-rhodamine activity probe | inhibition, % at 3.39 µM | AID 492953, 2010 | Platelet-activating factor acetylhydrolase IB subunit alpha2 (Homo sapiens), P68402;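 active = inhibition above the mean of all tested compounds plus 3 SD, cut at about 24% in these data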;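 also: 0% = enzyme with DMSO and 100% = wells lacking PAFAH1B2; many of its hits are not listed in these tables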
pPAFAH FP inh – pPAFAH enzyme inhibitors, primary screen, biochemical, fluorescence polarization, human; recombinant pPAFAH, FP-rhodamine probe fluorescence polarization; inhibition, % at 3.39 µM; actives 1.5% (n = 330,000);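 active = inhibition above the mean inhibition across the screen plus 3 SD, cut at about 25% in these data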;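 also: inhibitors block binding of the rhodamine activity-based probe so polarization drops; 0% = enzyme with DMSO and 100% = wells lacking pPAFAH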
GSTO1 inh – inhibitors of recombinant GSTO1, primary screen, counter-screen for RBBP9 inhibitor project, biochemical, fluorescence polarization; activity-based probe fluorescence polarization; inhibition, % at 5.96 µM; actives 1.1% (n = 300,000); AID 1974, 2009;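 active = inhibition above the campaign mean inhibition plus 3 SD, cut at about 35% in these data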;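 also: 0% = GSTO1-1 with DMSO and 100% = wells lacking GSTO1-1 enzyme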
PAD4 inh – human PAD4 inhibitors, primary screen, biochemical, fluorescence polarization, 1536-well format; Protein-arginine deiminase type-4 (Homo sapiens), Q9UM07; recombinant PAD4, RCA probe fluorescence polarization; inhibition, % at 6.36 µM; actives 0.41% (n = 330,000); AID 485272, 2010;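 active = percent inhibition above a cutoff equal to the mean of all tested compounds plus 3 SD, cut at about 15% in these data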;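 also: 0% = PAD4 with RCA probe and DMSO and 100% = probe without PAD4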
Target sequence (Q9UM07 whole entry, looked up): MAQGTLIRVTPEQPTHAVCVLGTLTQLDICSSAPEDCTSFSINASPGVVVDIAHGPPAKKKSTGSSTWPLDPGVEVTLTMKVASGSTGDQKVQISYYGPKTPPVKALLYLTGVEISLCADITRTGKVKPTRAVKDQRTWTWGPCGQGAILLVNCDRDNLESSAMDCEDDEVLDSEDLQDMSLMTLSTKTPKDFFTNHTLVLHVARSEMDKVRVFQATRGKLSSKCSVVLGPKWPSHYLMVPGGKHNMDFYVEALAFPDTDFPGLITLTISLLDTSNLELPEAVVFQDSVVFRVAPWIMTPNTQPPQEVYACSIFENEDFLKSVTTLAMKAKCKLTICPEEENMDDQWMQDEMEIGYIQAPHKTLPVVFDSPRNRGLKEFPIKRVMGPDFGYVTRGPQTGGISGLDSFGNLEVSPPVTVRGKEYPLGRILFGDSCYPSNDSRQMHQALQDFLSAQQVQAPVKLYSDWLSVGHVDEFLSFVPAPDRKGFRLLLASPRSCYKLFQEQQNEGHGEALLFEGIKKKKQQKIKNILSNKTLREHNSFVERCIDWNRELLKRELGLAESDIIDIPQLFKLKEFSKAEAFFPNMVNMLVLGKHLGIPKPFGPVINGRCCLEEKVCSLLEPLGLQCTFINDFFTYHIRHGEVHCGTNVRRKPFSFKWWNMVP
PREPL inhibitor – PREPL enzyme inhibitors, primary screen, biochemical, fluorescence polarization; actives 0.68% (n = 320,000); recombinant PREPL, fluorescence polarization activity-based probe; Prolyl endopeptidase-like (Homo sapiens), Q4J6C6; AID 2751, 2010; inhibition, % at 5.96 µM; in the data active = inhibition above about 43%;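 also: 0% = enzyme with DMSO and 100% = wells lacking enzyme; many of its hits are not listed in these tables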
Starred values were filed as active, the others as inactive; / = no result given. Not all compounds are listed (hit frequency here may not be typical).

1) CCC(C)[C@H](NC(=O)N1CCCCC1)C(=O)OC (some centres not stated)
2) COc1ccccc1N(C)S(=O)(=O)c1ccc(C(=O)OCC(=O)c2c[nH]c3ccccc23)cc1
3) CCc1ccc(NC(=O)C(=S)NC2CCCCC2)cc1
4) COc1ccccc1N1CCN(C2CCCN(C(=O)C3=NN(C)C(=O)CC3)C2)CC1 (configuration not stated)
5) Cc1ccc(C(=O)c2ccc(C(F)(F)F)cc2)cc1
6) O=C(NCCN1CCOCC1)c1ccc(=O)oc1
7) O=C(Nc1ccnc(-c2ccncc2)n1)c1ccccc1Cl
8) CCCc1cc(O)c2c(C)cc(=O)oc2c1
Assay by compound	1	2	3	4	5	6	7	8
LYPLA2 inh	-5	-13	1	0	-1	-8	1	9
PAFAH2 inh	-5	-2	5	1	/	3	-1	-3
LYPLA1 counter	-5	-20	-3	1	-1	-5	0	-1
PAFAH1B3 inh	5	1	11	0	/	1	-1	-2
PAFAH1B2 FP inh	1	-3	3	-3	/	-5	-4	1
pPAFAH FP inh	4	-7	3	3	1	-2	-1	1
GSTO1 inh	-2	-13	-2	6	10	3	11	-8
PAD4 inh	0	0	0	0	-2	-1	-2	3
PREPL inhibitor	-3	-30	25	7	2	-2	-5	17

Compound profiles (already shown):
COc1ccccc1N1CCN(C2CCCN(C(=O)C3=NN(C)C(=O)CC3)C2)CC1 (configuration not stated) as listed: LYPLA2 inh: 0; PAFAH2 inh: 1; LYPLA1 counter: 1; PAFAH1B3 inh: 0; PAFAH1B2 FP inh: -3; pPAFAH FP inh: 3; GSTO1 inh: 6; PAD4 inh: 0; PREPL inhibitor: 7
O=C(NCCN1CCOCC1)c1ccc(=O)oc1 as listed: LYPLA2 inh: -8; PAFAH2 inh: 3; LYPLA1 counter: -5; PAFAH1B3 inh: 1; PAFAH1B2 FP inh: -5; pPAFAH FP inh: -2; GSTO1 inh: 3; PAD4 inh: -1; PREPL inhibitor: -2

(further entries)
9) CN(NC1CC(=O)N(c2ccccc2)C1=O)c1ccccc1 (configuration not stated)
10) Cc1ccc(C(=O)NNC(=S)Nc2cccc3ccccc23)s1
11) COc1cccc(Oc2nc(-c3ccncc3)nc3ccccc23)c1
12) CCC1=NC(c2ccccc2)N(O)C1(C)C (configuration not stated)
13) O=C(Cn1cnc2cc([N+](=O)[O-])ccc2c1=O)Nc1cccc2ccccc12
14) C=CC[C@@H](CC(=O)N[C@H](CO)Cc1ccccc1)C(=O)N[C@@H](C)COC(=O)[C@@H](CC=C)CC(=O)OC(C)(C)C
15) O=C(CN1C(=O)COc2ccccc21)N1CCN(C2CCCCC2)CC1
16) O=C(C1CCCN(S(=O)(=O)c2ccccc2)C1)N1CCCCC1 (configuration not stated)
Assay by compound	9	10	11	12	13	14	15	16
LYPLA2 inh	3	-2	-9	5	-5	/	0	-3
PAFAH2 inh	5	6	/	-6	-6	-1	5	-2
LYPLA1 counter	4	4	-7	4	-8	/	2	2
PAFAH1B3 inh	4	11	/	2	2	14	3	4
PAFAH1B2 FP inh	1	2	/	6	-3	12	0	4
pPAFAH FP inh	4	2	12	3	2	-1	3	-3
GSTO1 inh	4	6	-5	-6	1	/	4	3
PAD4 inh	-1	-5	5	-5	0	-2	-4	-4
PREPL inhibitor	14	-5	-3	6	33	3	1	14

17) C[n+]1ccn(CC(=O)c2ccc(Br)cc2)c1
18) O=C1OCCC1Sc1nc2ccccc2c(=O)n1-c1ccc(F)cc1 (configuration not stated)
19) CCCc1nnc(NC(=O)C(CC)OC(=O)c2cc(C)nc3ccccc23)s1 (configuration not stated)
20) O=c1cc(O)c2sc(Nc3ccc(Cl)c(F)c3)nc2[nH]1
21) O=C(O)CCCC(=O)NCCCCc1ccccc1
22) CC12CN3CC(C)(CN(C1)C3c1ccccc1Cl)C2O (configuration not stated)
23) CCn1nc(NS(=O)(=O)c2ccc(NC(C)=O)cc2)c2cc3cc(C)ccc3nc21
24) CC(C)(C)c1ccc(C(=O)NCCCn2ccnc2)cc1
Assay by compound	17	18	19	20	21	22	23	24
LYPLA2 inh	-2	4	5	-8	-1	1	7	1
PAFAH2 inh	0	-2	-3	6	-2	-4	-11	4
LYPLA1 counter	-1	0	0	-9	3	0	0	-1
PAFAH1B3 inh	1	-9	0	9	-2	1	6	6
PAFAH1B2 FP inh	1	1	1	5	6	1	-4	4
pPAFAH FP inh	3	5	1	4	3	-2	13	8
GSTO1 inh	-6	6	-2	6	0	13	-6	2
PAD4 inh	-1	1	-4	-3	-1	-3	-3	-5
PREPL inhibitor	30	-6	-12	12	0	-1	31	-4

25) CC(C)C(=O)Nc1cccc(-c2nc3ccccc3c(=O)o2)c1
26) Cc1[nH]nc2c1C(c1ccccc1F)NC2=O (configuration not stated)
27) O=C(O)c1ccc(Cl)c(S(=O)(=O)Nc2ccc3cn[nH]c3c2)c1
28) CCN(CC)S(=O)(=O)c1ccc(N2CCOCC2)c(NC(=O)COc2ccccc2C)c1
29) COCc1cc(C)nc(OCC(=O)N/N=C/c2ccco2)c1C#N
30) CSCCC(NC(=O)c1ccc(Cl)cc1)C(=O)OCC(=O)c1ccc[nH]1 (configuration not stated)
31) Cc1ccc2c(c1)N(C(=O)CCC(=O)NCCCN1CCOCC1)CCO2
32) CSc1ccc(/C=N\NC(=O)CC(=O)NC(C)C)cc1
Assay by compound	25	26	27	28	29	30	31	32
LYPLA2 inh	15	2	-3	9	0	-5	2	2
PAFAH2 inh	13	1	0	12	0	9	4	1
LYPLA1 counter	3	2	1	1	9	-6	1	-2
PAFAH1B3 inh	5	6	-3	-1	1	9	-9	5
PAFAH1B2 FP inh	-5	0	3	4	1	-3	-8	6
pPAFAH FP inh	-4	5	-6	9	0	-1	3	1
GSTO1 inh	0	6	-11	/	-1	5	-1	2
PAD4 inh	-6	1	6	0	5	-5	-1	-3
PREPL inhibitor	5	1	11	10	-8	7	5	2

33) CC(=O)NC(CC(=O)Nc1nc(-c2ccc(N(C)S(C)(=O)=O)cc2)cs1)c1ccccc1 (configuration not stated)
34) Cc1cccc(Cn2c(SCCN3CCCCC3)nc3c2c(=O)[nH]c(=O)n3C)c1
35) CC(=O)n1cc([C@H]2C=C(C(=O)N3CCN(Cc4ccccc4)CC3)O[C@@H](OCCCCO)C2)c2ccccc21
36) O=S(=O)(c1ccc(=S)[nH]c1)N1CCCC1
37) CC1CN(S(=O)(=O)c2ccc(NC(=O)c3ccco3)cc2)CC(C)O1 (configuration not stated)
38) Cc1cc(=O)oc2c(C)c(OCC(=O)N3CCN(c4ccc(F)cc4)CC3)ccc12
39) CC(C)CCN1CC(O)=C(c2nc(-c3ccc(Cl)cc3)cs2)C1=N
40) COc1cc(C)c(Cl)c(C)c1S(=O)(=O)NCc1cccnc1
Assay by compound	33	34	35	36	37	38	39	40
LYPLA2 inh	0	4	0	/	2	13	-3	-6
PAFAH2 inh	-14	-2	4	-7	-6	-6	9	2
LYPLA1 counter	-3	2	-4	/	-2	-2	-1	1
PAFAH1B3 inh	4	-5	8	5	0	11	2	2
PAFAH1B2 FP inh	2	3	-2	1	6	1	2	3
pPAFAH FP inh	3	-4	10	5	4	2	-2	-4
GSTO1 inh	7	4	3	/	-1	8	7	-4
PAD4 inh	4	-7	-3	4	0	2	-3	-3
PREPL inhibitor	12	-8	-47	7	-11	-48	7	9

41) COCCCN1C(=O)C(=O)/C(=C(/O)c2ccc(OC)cc2)C1c1cccc(OC)c1 (configuration not stated)
42) CCCSc1nn2c(=O)c3ccccc3nc2s1
43) CC(C)NC(=O)c1c2c(nc3ccccc13)CCCC2
44) CC(/C=N/O)Cc1ccc2c(c1)OCO2 (configuration not stated)
45) C=CC[C@@H]1Cc2c(Br)ccc(Br)c2[C@@H](CC=C)N1
46) CCOC(=O)C1(Cc2ccccc2)CCN(Cc2ccc(C)s2)CC1
47) Cc1ncc([N+](=O)[O-])n1CCOC(=O)NC(NCc1ccccc1Cl)C(Cl)(Cl)Cl (configuration not stated)
48) CCn1c(SCc2nc3sc(C(=O)O)c(C)c3c(=O)[nH]2)nnc1-c1ccc(Cl)cc1
Assay by compound	41	42	43	44	45	46	47	48
LYPLA2 inh	-2	1	9	-4	-2	-7	1	8
PAFAH2 inh	2	-3	-2	8	3	3	-3	4
LYPLA1 counter	-3	0	4	-3	1	-3	-5	1
PAFAH1B3 inh	-2	0	2	11	-2	5	9	6
PAFAH1B2 FP inh	1	1	5	-4	8	2	14	3
pPAFAH FP inh	1	0	3	3	5	2	1	7
GSTO1 inh	14	2	-4	4	1	-6	-1	4
PAD4 inh	-11	-2	2	0	-2	-1	-2	-2
PREPL inhibitor	4	9	10	-6	1	5	7	-12

49) Cc1nnc(NC(=O)c2ccc(Br)cc2)s1
50) CCOCCCNC(=O)CCn1ccc2cc(S(=O)(=O)N3CCCC3)ccc21
51) Cc1ccc(-c2nc(CS(=O)CC(=O)NCCCN3CCN(Cc4ccccc4)CC3)c(C)o2)cc1 (configuration not stated)
52) C/C=C(\C)C(=O)NNC(=O)c1sc(-c2ccccc2)nc1C
53) Cc1cccc(CN2CCC(n3nccc3NC(=O)c3ccccc3C)CC2)n1
54) CCN(C(=O)c1cc2c(s1)-c1ccccc1S(=O)(=O)C2)c1cc(OC)ccc1OC
55) O=C(NCCCN1CCOCC1)c1c(F)c(F)c(F)c(F)c1F
56) CCCC(O)(c1ccccc1)C(CN1CCOCC1)c1ccccc1 (configuration not stated)
Assay by compound	49	50	51	52	53	54	55	56
LYPLA2 inh	-2	-2	-7	-5	6	0	2	5
PAFAH2 inh	-2	-4	12	-2	-5	1	0	-5
LYPLA1 counter	-4	2	1	-1	0	-1	-5	4
PAFAH1B3 inh	-2	1	0	1	2	3	3	1
PAFAH1B2 FP inh	-1	6	0	2	-6	5	-1	15
pPAFAH FP inh	-1	1	0	1	2	7	5	7
GSTO1 inh	-5	-1	1	7	4	3	3	5
PAD4 inh	-2	-6	-2	5	1	1	-1	-2
PREPL inhibitor	-2	11	13	-2	5	-2	-6	19

Single values from the entries so far.
Under GSTO1 inh, cpd 22 shows 13
Under LYPLA1 counter, cpd 55 shows -5
Under pPAFAH FP inh, cpd 3 shows 3
Under GSTO1 inh, cpd 19 shows -2

Values by screen from above.
Entries 49–56 in GSTO1 inh read -5, -1, 1, 7, 4, 3, 3, 5
Entries 49–56 in pPAFAH FP inh read -1, 1, 0, 1, 2, 7, 5, 7

Other results:
57) Cc1oc(-c2cccc(Cl)c2)nc1CN1CCCC(C(=O)NC(C)c2ccc3c(c2)OCCO3)C1 (configuration not stated)
58) NC(N)=NC(N)=NCCc1ccccc1
59) N#Cc1ccccc1NC(=O)CSc1nccn1CCc1ccccc1
60) NS(=O)(=O)c1ccc(CNc2ccc3ccccc3n2)cc1
Assay by compound	57	58	59	60
LYPLA2 inh	-6	-5	1	9
PAFAH2 inh	-2	-5	5	3
LYPLA1 counter	2	-1	0	2
PAFAH1B3 inh	5	8	9	-5
PAFAH1B2 FP inh	7	0	2	-3
pPAFAH FP inh	3	3	0	7
GSTO1 inh	0	-4	-3	5
PAD4 inh	-3	-2	3	1
PREPL inhibitor	-7	0	-33	10
